# Source: PubChem (several laboratories)
# Avidin fluor – compound fluoresces at 488/530 nm on avidin beads | fluorescence (KMESF) at 10 µM | compound fluorescence 488/530 nm, flow cytometry; hits give high values | AID 1775 | 220,000 tested, 0.38% active; in the data active means fluorescence above about 47; further: inactives centre near 10
# Rab2 wt GTP – changes GTP binding to wildtype dog Rab2A, up or down; AID 760; GST-Rab2 wt beads, Bodipy-GTP binding, flow cytometry; 190,000 tested, 0.19% active; GTP binding activity, % at 10 µM; P61105;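 active means GTP binding activity at least 20 points away from 100%, either lowered or raised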;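 further: 0% = beads with excess unlabeled GTP and 100% = no-compound control corrected for plate trend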
# ABCB1 inh – human ABCB1 inhibition, ABCG2 as counter-screen. P08183. CCRF-Adr cells, JC-1 efflux, flow cytometry. inhibition, % at 6.6 µM. 190,000 tested, 0.067% active. AID 1326; in the data active means inhibition above about 40%;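 further: 0% = vehicle and 100% = reference inhibitor; higher value means more JC-1 retained so stronger ABCB1 efflux block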
# Target sequence (P08183 whole entry, looked up): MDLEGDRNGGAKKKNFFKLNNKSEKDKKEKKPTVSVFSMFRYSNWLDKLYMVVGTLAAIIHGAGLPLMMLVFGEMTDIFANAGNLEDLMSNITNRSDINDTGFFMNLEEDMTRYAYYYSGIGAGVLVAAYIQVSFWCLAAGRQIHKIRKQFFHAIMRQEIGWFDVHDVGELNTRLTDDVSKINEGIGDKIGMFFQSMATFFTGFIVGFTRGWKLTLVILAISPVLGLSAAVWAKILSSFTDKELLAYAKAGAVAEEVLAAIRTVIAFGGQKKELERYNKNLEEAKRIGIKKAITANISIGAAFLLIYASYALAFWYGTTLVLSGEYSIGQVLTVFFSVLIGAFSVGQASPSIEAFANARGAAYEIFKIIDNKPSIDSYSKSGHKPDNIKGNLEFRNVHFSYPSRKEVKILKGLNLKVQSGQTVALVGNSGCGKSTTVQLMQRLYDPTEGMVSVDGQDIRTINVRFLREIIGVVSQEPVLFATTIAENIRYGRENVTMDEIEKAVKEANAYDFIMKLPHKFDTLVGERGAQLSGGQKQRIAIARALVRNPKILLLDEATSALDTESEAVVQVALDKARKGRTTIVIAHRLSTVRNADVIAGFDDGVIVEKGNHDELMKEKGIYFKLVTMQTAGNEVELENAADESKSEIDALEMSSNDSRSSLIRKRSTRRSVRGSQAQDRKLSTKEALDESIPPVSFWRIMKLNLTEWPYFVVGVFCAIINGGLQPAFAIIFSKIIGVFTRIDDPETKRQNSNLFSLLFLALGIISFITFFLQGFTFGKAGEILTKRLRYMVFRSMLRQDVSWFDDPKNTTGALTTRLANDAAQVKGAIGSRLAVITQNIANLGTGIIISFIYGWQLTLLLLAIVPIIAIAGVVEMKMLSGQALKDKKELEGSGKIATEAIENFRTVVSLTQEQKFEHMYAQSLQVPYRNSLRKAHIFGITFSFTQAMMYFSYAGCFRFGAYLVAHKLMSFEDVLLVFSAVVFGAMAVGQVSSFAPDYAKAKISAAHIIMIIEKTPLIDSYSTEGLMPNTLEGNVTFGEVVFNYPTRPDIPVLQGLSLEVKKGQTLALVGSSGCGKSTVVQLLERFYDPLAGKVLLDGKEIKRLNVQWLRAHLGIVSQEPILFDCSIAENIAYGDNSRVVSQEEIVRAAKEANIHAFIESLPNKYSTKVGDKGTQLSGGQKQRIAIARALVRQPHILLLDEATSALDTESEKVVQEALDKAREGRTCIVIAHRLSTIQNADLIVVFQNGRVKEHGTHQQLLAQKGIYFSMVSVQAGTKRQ
# Cdc42 wt GTP – modulators (inhibitors or activators) of GTP binding to human Cdc42 wildtype. P60953. GST-Cdc42 beads, Bodipy-GTP binding, flow cytometry; actives lie on both sides. percent activity (GTP binding), % at 10 µM. 190,000 tested, 0.2% active;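 active means percent activity GTP binding at least 20 points away from the 100% baseline, either down as inhibitor or up as activator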;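 further: median bead fluorescence of bound Bodipy-FL-GTP at 100 nM; 0% = excess unlabeled GTP control and 100% = no compound control; below 100% means less GTP binding so inhibitor and above means activator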
# Rac1 act GTP bind – modulators of GTP binding to human Rac1 activated mutant | P63000 | GST-Rac1 activated beads, fluorescent GTP binding, flow cytometry; actives lie on both sides; 100% means binding = to untreated wells | percent activity (GTP binding), % at 10 µM | 190,000 tested, 0.11% active | AID 764;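 active means GTP binding at least 20 percentage points away from the 100% baseline, in either direction, so actives lie on both sides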
# HRas wt GTP bind – human HRas wildtype GTP binding, change in either direction; P01112; GST-Ras wt beads, Bodipy-FL-GTP binding, flow cytometry; actives lie on both sides; GTP binding activity, % at 10 µM; 190,000 tested, 0.14% active; AID 759;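 active means GTP binding activity at least 20% away from the 100% baseline, either lowered as inhibitor or raised as activator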;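 further: 0% = unlabeled GTP competition control and 100% = no-compound control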
# Pf gametocyte – inhibitors of late stage P. falciparum gametocyte viability; P. falciparum stage V gametocytes, ATP luminescence, 24 h; inhibition, % at 10.9 µM; 150,000 tested, 0.065% active;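 active means inhibition above the mean plus 3 SD of compounds within the control limits, set per campaign, cut at about 38% in these data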;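 further: 0% = DMSO wells and 100% = medium only without gametocytes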
# Rac1 wt GTP bind – human Rac1 wildtype GTP binding, inhibitors and activators; P63000; GST-Rac1 beads, fluorescent GTP binding, flow cytometry; actives lie on both sides; 0 = cold GTP competed, 100 = untreated; GTP binding activity (% of control), % at 10 µM; 190,000 tested, 0.27% active;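 active means GTP binding activity at least 20 points away from the 100% control level, either lower or higher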
# Mcl1-Noxa inh – Mcl-1/Noxa interaction inhibition; Q07820; 220,000 tested, 1.5% active; TR-FRET Mcl-1/Noxa peptide binding, 2 h; inhibition, % at 21.7 µM;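 active means compounds that cut the protein-peptide binding signal by more than 50% relative to plate controls in a single-dose test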;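 further: His-tagged Mcl-1 with rhodamine Noxa BH3 peptide and terbium anti-His antibody; 0% = Mcl-1 plus Noxa peptide wells and 100% = peptide-only wells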
# Rab7 wt modul – dog Rab7 wildtype GTP binding, inhibitors and activators; GST-Rab7 beads, fluorescent GTP binding, flow cytometry; actives lie on both sides; untreated = 100%, excess cold GTP = 0%; GTP binding activity (percent of control), % at 10 µM; 190,000 tested, 0.055% active; AID 758;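 active means fluorescent GTP binding to Rab7 beads changed by at least 20 points from the 100% baseline, either direction, mostly lower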;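 further: median green fluorescence of bound Bodipy-FL-GTP per Rab7 bead population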
# ABCG2 inh – human ABCG2 inhibition, ABCB1 as counter-screen. Q9UNQ0. IgMXP3 cells, JC-1 efflux, flow cytometry. inhibition, % at 6.6 µM. 190,000 tested, 0.1% active. AID 1325;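 active means inhibition above 80%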;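 further: 0% = DMSO and 100% = nicardipine control wells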
#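 System: two drug-resistant human cell lines, ABCG2 and ABCB1; controls: nicardipine high and DMSO low controls; times: 10 min exposure at 25 °C with rotation, no wash; detection: flow cytometry of retained JC-1 fluorescence; read-out basis: percent efflux inhibition, scaled nicardipine 100% to DMSO 0%; doses: one concentration, 6.6 µM final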
# The depositor's hits bear a star; · = no result given.
no.	SMILES	Avidin fluor	Rab2 wt GTP	ABCB1 inh	Cdc42 wt GTP	Rac1 act GTP bind	HRas wt GTP bind	Pf gametocyte	Rac1 wt GTP bind	Mcl1-Noxa inh	Rab7 wt modul	ABCG2 inh
1	COC(=O)C1=C(C)N(CCc2c[nH]c3ccccc23)C(=O)/C1=C\N(C)C	5	97.0	0.3	94.0	94.0	97.0	-8.1	98.0	20.0	96.0	2.1
2	Cc1noc(C)c1S(=O)(=O)Nc1ccc(C(=O)N2CCN(c3ccc(F)cc3)CC2)cc1	8	96.0	0.6	96.0	96.0	97.0	-25.7	102.0	16.1	94.0	7.3
3	N=c1n(CCN2CCCCC2)c2ccccc2n1CC(O)c1cccc(Br)c1 (stereo unspecified)	15	103.0	0.2	113.0	105.0	107.0	·	117.0	32.8	106.0	4.3
4	Cc1noc(C)c1C(=O)NCc1ccccc1Br	11	94.0	-0.5	94.0	95.0	97.0	-21.6	97.0	-1.7	103.0	0.0
5	COc1ccc(-c2[nH]ncc2CN2CCCC2c2nonc2C)c(F)c1 (stereo unspecified)	13	101.0	0.4	100.0	97.0	100.0	38.6*	104.0	13.2	105.0	3.9
6	Cc1nn(C)c(C)c1S(=O)(=O)N(CC(=O)NCc1ccco1)c1ccc(C(C)C)cc1	18	97.0	-0.4	98.0	95.0	98.0	·	99.0	-14.5	103.0	-1.9
7	Cc1cc(C)cc(OCCNC(=O)C(C)N2C(=O)c3ccccc3C2=O)c1 (stereo unspecified)	11	95.0	-0.1	96.0	96.0	97.0	-5.8	97.0	4.0	95.0	-0.1
8	CCCCN(CCCC)C(=O)CSc1nnc2n(C)c(=O)c3c4c(sc3n12)CCCC4	20	99.0	0.0	104.0	99.0	99.0	·	106.0	13.1	100.0	0.3
9	O=C1c2ccccc2C(=O)c2c1ccc(C(=O)N1CCCCC1)c2NCCO	19	97.0	2.0	97.0	96.0	99.0	-25.9	96.0	22.9	100.0	5.9
10	O=C(O)C1CSC(c2ccncc2)N1 (stereo unspecified)	11	101.0	0.3	103.0	99.0	101.0	·	102.0	-13.9	100.0	0.7
11	CCN(CC)S(=O)(=O)N1CCC(C(=O)NCc2ccco2)CC1	13	97.0	0.4	99.0	95.0	98.0	16.9	103.0	4.1	100.0	0.5
12	CCOC(=O)c1cnc(SCc2cccc(C)c2)nc1N	7	96.0	0.4	99.0	97.0	96.0	-18.0	97.0	14.4	96.0	1.7
13	COc1ccc(-c2ccc(SCC(=O)c3ccccc3)nn2)cc1OC	5	96.0	0.0	91.0	95.0	96.0	-5.0	94.0	-7.3	104.0	1.7
14	COc1ccc(-c2cc(C(F)(F)F)nc(N3CCN(C)CC3)n2)cc1OC	33	102.0	2.3	102.0	100.0	101.0	·	104.0	7.4	98.0	7.9
15	C[C@](N)(Cc1ccc(O)c(O)c1)C(=O)O	6	100.0	-0.1	103.0	99.0	100.0	·	104.0	14.1	99.0	-0.6
16	COCC(=O)OCn1nnc2ccccc2c1=O	7	94.0	1.0	96.0	96.0	94.0	-12.3	95.0	3.0	96.0	6.1
17	COc1ccc(N/C=C(\C2OC(=O)c3ccccc32)[N+](=O)[O-])cc1 (stereo unspecified)	10	95.0	0.3	94.0	94.0	95.0	-19.3	98.0	1.2	101.0	4.4
18	c1ccc(-c2nc3ccccc3c3nncn23)cc1	21	99.0	-0.1	99.0	99.0	98.0	·	101.0	0.6	100.0	0.5
19	COc1cc(/C=C2\C(=O)NN(c3ccccc3)C2=O)ccc1OCC(N)=O	20	99.0	-0.2	96.0	97.0	103.0	·	96.0	24.4	110.0	-0.6
20	CCN1CCN(c2nc3sc4c(c3c3ncnn23)CC(C)CC4)CC1 (stereo unspecified)	31	99.0	1.5	99.0	97.0	98.0	-12.0	99.0	20.2	99.0	5.2
21	CC(=O)Nc1ccc(C(=O)N/N=C/c2ccc(F)cc2)cc1	12	98.0	0.2	99.0	99.0	98.0	-0.6	100.0	22.4	97.0	1.3
22	CC(C)(C)NC(=O)CSC(=Nc1cccc(F)c1)NC#N	13	101.0	0.0	105.0	98.0	103.0	·	105.0	-7.1	98.0	1.3
23	COc1ccc(OCC(=O)OCCN2C(=O)c3ccccc3C2=O)cc1	13	104.0	0.4	105.0	101.0	105.0	0.5	104.0	24.8	103.0	1.0
24	CCN1CCN(C(=O)c2ccc(C(F)(F)F)cc2)CC1	11	98.0	-0.2	99.0	97.0	99.0	10.8	99.0	9.7	100.0	5.4
25	CCC(C)(C)n1nnnc1C(CC(C)C)N1CCC(C(N)=O)CC1 (stereo unspecified)	23	100.0	0.0	104.0	98.0	99.0	7.0	105.0	2.0	100.0	0.0
26	CON(C)S(=O)(=O)c1ccc2c(c1)N(Cc1ccc(C)cc1)C(=O)C1CCCN21 (stereo unspecified)	10	98.0	3.4	97.0	95.0	99.0	-4.3	100.0	-8.4	101.0	9.3
27	Cc1cc(C(=O)OCC(=O)NC(=O)NC(C)(C)C)c(C)o1	15	104.0	0.1	106.0	101.0	106.0	·	103.0	13.4	101.0	2.1
28	COc1cc(/C=N/NC(=O)CC2(C)OCCCO2)ccc1OCc1ccc(Cl)cc1Cl	0	96.0	0.3	95.0	101.0	99.0	0.1	100.0	-1.7	96.0	0.4
29	Cc1cccc(OCC(=O)Nc2nnc(-c3ccco3)s2)c1	11	91.0	-1.9	92.0	87.0	89.0	·	91.0	25.7	91.0	0.9
30	Cc1cc(C(=O)OCC(=O)Nc2ccccc2F)c(C)o1	35	102.0	1.1	100.0	97.0	102.0	·	99.0	-8.4	103.0	9.4
31	O=c1c2ccccc2nc(COc2ccccc2)n1/N=C/c1c[nH]c2ccccc12	22	97.0	1.8	99.0	95.0	97.0	3.6	100.0	26.8	98.0	37.8
32	CCOc1cccc(C2C(C#N)=C(N)Oc3cc(C)n(Cc4ccccn4)c(=O)c32)c1OCC (stereo unspecified)	14	101.0	0.8	103.0	99.0	101.0	5.1	99.0	0.8	95.0	1.9
33	CCOc1ccc2nc(SCC(=O)NCc3ccco3)sc2c1	12	102.0	2.8	100.0	100.0	100.0	·	102.0	14.9	102.0	37.3
34	O=C1/C(=C/c2cccnc2)Oc2cc(OS(=O)(=O)c3ccc(Cl)cc3)ccc21	13	98.0	1.1	96.0	99.0	98.0	·	104.0	-1.3	100.0	48.9
35	Cc1cc(C)n2cc(COc3ccc4ccccc4c3)nc2n1	7	98.0	0.2	99.0	101.0	100.0	6.9	101.0	-6.5	99.0	0.8
36	O=C(CSC1=N/C(=C/c2ccc(Cl)c(Cl)c2)C(=O)N1c1ccccc1F)NC1CC1	13	99.0	0.0	97.0	98.0	103.0	15.1	101.0	11.2	105.0	0.1
37	O=C(NCC1CCCO1)C1CCN(S(=O)(=O)c2cccnc2)CC1 (stereo unspecified)	7	100.0	0.5	98.0	99.0	98.0	-3.4	105.0	19.6	101.0	1.5
38	CCOCCCNc1c2c(nc3cc(-c4ccc(F)cc4)nn13)CCC2	5	97.0	0.8	96.0	97.0	99.0	10.3	98.0	-1.3	97.0	12.4
39	CCc1ccccc1N1CC23C=CC(O2)C(C(=O)O)C3C1=O (stereo unspecified)	5	97.0	0.5	102.0	97.0	98.0	·	100.0	-0.9	99.0	1.5
40	CC(Sc1ccccc1)C(=O)NN=C1CCN(C)CC1 (stereo unspecified)	6	95.0	0.0	98.0	96.0	95.0	-4.8	98.0	4.0	94.0	0.4
41	O=C(Cc1cccs1)NC1(C(=O)NC2CCCC2)CCCCC1	4	99.0	0.4	104.0	101.0	101.0	0.2	104.0	6.8	102.0	2.5
42	CCOc1cc(/C=C2\C(=O)N(CCc3ccc(OC)c(OC)c3)C(C)=C2C(=O)OC)ccc1O	12	102.0	0.9	100.0	100.0	103.0	·	104.0	39.4	101.0	1.3
43	O=C(CSc1nnc(C2COc3ccccc3O2)o1)N1CCN(c2ccccc2)CC1 (stereo unspecified)	10	97.0	0.3	100.0	96.0	95.0	-15.9	100.0	-12.2	100.0	1.4
44	Cc1csc(N/N=C\c2cccnc2)n1	10	96.0	0.6	94.0	94.0	97.0	-20.9	98.0	28.0	99.0	8.7
45	CCCCC(=O)Nc1cccc(NC(=O)c2ccc3c(c2)OCO3)c1	10	104.0	0.6	104.0	101.0	103.0	9.1	103.0	23.7	101.0	5.6
46	COC(=O)c1ccc(NC(=O)C(=O)N2CCN(C(=S)Nc3cccc(C)c3C)CC2)cc1	12	100.0	1.2	99.0	97.0	99.0	8.7	101.0	2.3	97.0	2.2
47	Clc1ccc(-c2nnc(C34CC5CC(CC(C5)C3)C4)o2)cn1	10	99.0	-1.3	104.0	98.0	100.0	·	102.0	14.8	102.0	31.7
48	O=C(CCCN1C(=O)c2ccccc2C1=O)NC1=NCCS1	8	101.0	0.5	103.0	99.0	104.0	·	107.0	5.9	105.0	2.9
49	Cc1cccc(CSc2ncnc3ccccc23)c1	42	98.0	0.2	96.0	95.0	97.0	9.7	100.0	-8.5	105.0	0.9
50	COCC(=O)OCC(=O)Nc1ccccc1-c1ccccc1	10	100.0	0.1	99.0	98.0	99.0	·	99.0	2.3	98.0	-1.9
51	Cc1ccc(-n2cnc3c(sc4nccc(N(C)C)c43)c2=O)cc1	10	98.0	0.7	100.0	99.0	98.0	0.7	104.0	8.9	98.0	5.0
52	CCOC(=O)c1c(C)[nH]c(C)c1C(=O)CSc1nncs1	10	99.0	-1.8	97.0	93.0	100.0	3.7	96.0	9.4	107.0	2.1
53	CCOC(=O)C1(C)NC(c2cccs2)C2C(=O)N(c3ccc(C)cc3)C(=O)C21 (stereo unspecified)	15	94.0	0.1	92.0	94.0	96.0	·	101.0	15.5	97.0	0.1
54	O=C(Nc1cccc(-c2nc3ccccc3c(=O)o2)c1)c1ccccc1	12	93.0	-0.4	94.0	93.0	91.0	·	95.0	-6.7	95.0	9.0
55	Cc1ccc(C(=O)N2CCOCC2)cc1S(=O)(=O)Nc1cccc(C)c1C	39	97.0	0.5	103.0	98.0	99.0	·	104.0	0.1	101.0	15.3
56	Cc1ccc(CN2CCN(CC(=O)N3CCc4ccccc4C3)C2=O)cc1	3	96.0	-0.3	97.0	97.0	97.0	·	99.0	-19.2	94.0	-0.7
